# Compound activity: PubChem, National Center for Advancing Translational Sciences (NCATS)
# AMA1 RON2 block = inhibitors of Plasmodium falciparum AMA1-RON2 interaction. AlphaScreen AMA1-biotinylated RON2 peptide binding. Potency, µM (top dose mostly 58.2 µM), for the others: at the top dose activity change, negative = inhibition, hits mostly inhibitors. 360,000 tested, 0.2% active. AID 720542;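 further: potency means the concentration at half of the fitted maximal effect; 0% = vehicle wells and -100% = peptide control; nearly all actives have a fitted effect of over 45% in size; some results filed as inactive show a strong effect at the top dose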
#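 AMA1 (3D7) with his tag at 25 nM final met compounds first, then biotinylated RON2 peptide at 25 nM; detection used donor plus acceptor beads, 10 µg/mL apiece, read by AlphaScreen after 30 min at room temperature.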
# LmPK inhibitor = LmPK (Leishmania mexicana) enzyme inhibition. purified LmPK, Kinase-Glo ATP luminescence, 1 h. 290,000 tested, 0.37% active. Q27686. Potency, µM (highest dose often 57.5 µM), for the others: top-dose activity change, negative = inhibition, actives largely listed as inhibitors; further: potency means the concentration at half of the fitted maximal effect
# Target sequence (Q27686 whole entry, looked up): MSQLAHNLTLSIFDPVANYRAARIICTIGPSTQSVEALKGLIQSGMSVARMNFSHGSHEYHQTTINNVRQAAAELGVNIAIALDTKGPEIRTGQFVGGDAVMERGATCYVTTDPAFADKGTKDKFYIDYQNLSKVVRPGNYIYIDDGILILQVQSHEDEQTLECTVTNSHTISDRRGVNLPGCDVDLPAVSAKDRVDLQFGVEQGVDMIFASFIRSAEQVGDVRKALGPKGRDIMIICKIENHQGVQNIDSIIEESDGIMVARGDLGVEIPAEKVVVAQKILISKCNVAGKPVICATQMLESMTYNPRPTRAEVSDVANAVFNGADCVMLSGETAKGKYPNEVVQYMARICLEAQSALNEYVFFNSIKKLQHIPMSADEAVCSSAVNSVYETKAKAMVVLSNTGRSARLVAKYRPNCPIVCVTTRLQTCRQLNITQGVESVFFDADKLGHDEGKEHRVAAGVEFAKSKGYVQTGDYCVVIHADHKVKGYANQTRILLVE
#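 Kinase-Glo luminescence read after 1 h RT reaction of 0.1 nM LmPK with 0.5 mM PEP and 0.1 mM ADP. Activity scaled between uninhibited and enzyme-free controls.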
# HCMV antiviral = inhibitors of human cytomegalovirus; HFF cells, HCMV-luciferase reporter, 72 h; hits give low values; AID 1259415; activity change, negative = inhibition, % at 57.5 µM; 410,000 tested, 4.5% active; in the data active means activity change below about -60%; inconclusive means no clear call, values can overlap the other calls; inactive means above about -39%
#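 Two-dose cell screen: HFF monolayers treated with compounds and infected with luciferase-expressing HCMV at 1 PFU/cell, 72 h at 37C, then lysed for luciferase measurement.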
# AmpC detergent = inhibitors of E. coli AmpC beta-lactamase with detergent. P00811. AmpC hydrolysis of nitrocefin, absorbance 480 nm, 0.01% Triton. Potency, µM (titrated, usually from 114 µM), inactives show at the highest dose activity change, negative = inhibition, usual class: inhibitors. 370,000 tested, 0.041% active. AID 485294;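 further: potency means the concentration at half of the fitted maximal effect; 0% = no-compound wells and -100% = no-enzyme wells; nearly all actives have a fitted effect of over 25% in size; some results filed as inactive show a strong effect at the top dose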
# Target sequence (P00811 whole entry, looked up): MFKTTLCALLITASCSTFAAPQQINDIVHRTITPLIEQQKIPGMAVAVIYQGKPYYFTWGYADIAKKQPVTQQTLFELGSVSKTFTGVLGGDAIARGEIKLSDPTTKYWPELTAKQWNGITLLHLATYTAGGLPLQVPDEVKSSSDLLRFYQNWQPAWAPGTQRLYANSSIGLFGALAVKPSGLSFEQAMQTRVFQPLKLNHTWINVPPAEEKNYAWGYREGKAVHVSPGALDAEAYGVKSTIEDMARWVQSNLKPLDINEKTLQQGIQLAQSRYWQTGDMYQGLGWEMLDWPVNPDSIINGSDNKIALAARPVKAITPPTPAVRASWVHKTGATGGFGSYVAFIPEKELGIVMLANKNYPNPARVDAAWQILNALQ
#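 AmpC (5.3 nM in the dispensed reagent) in 20 mM phosphate pH 7.0 with 0.01% (detergent screen) or 0.0001% Triton X-100 was preincubated with compounds for 15 min at room temperature. Nitrocefin was then added from an 800 uM solution, and hydrolysis was followed at 480 nm.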
# TbPYK inhibitor = inhibitors of Trypanosoma brucei pyruvate kinase; 410,000 tested, 0.12% active; Q57TT1; AID 624173; TbPYK enzyme, Kinase-Glo Plus ATP luminescence, 45 min; Potency, µM (doses to about 76.8 µM), for the others: at the top dose activity, negative = inhibition, usual class: inhibitors; further: potency means the concentration at half of the fitted maximal effect; nearly all actives have a fitted effect of over 50% in size
#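 Readout: single end-point luminescence (Kinase-Glo Plus, 10 min). Reaction conditions were TbPYK/substrate plus 130 uM ADP, 45 min at RT, pH 7.2 TEA buffer. No-enzyme wells served as controls, and data were normalized before concentration-response fitting.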
# AmpC inh no detg = blocks E. coli AmpC beta-lactamase in detergent-free assay; AmpC nitrocefin hydrolysis, absorbance 480 nm, 0.0001% Triton; Potency, µM (highest dose often 57.1 µM), for inactives: at the highest dose activity change, negative = inhibition, hits mostly inhibitors; 330,000 tested, 0.52% active; AID 485341;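 further: potency means the concentration at half of the fitted maximal effect; plate controls were no compound for no effect and no enzyme for full effect; nearly all actives have a fitted effect of over 20% in size; some results filed as inactive show a strong effect at the top dose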
#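 AmpC (5.3 nM in the dispensed reagent) in 20 mM phosphate pH 7.0 with 0.01% (detergent screen) or 0.0001% Triton X-100 was preincubated with compounds for 15 min at room temperature. Nitrocefin was then added from an 800 uM solution, and hydrolysis was followed at 480 nm.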
# HCV inh = HCV inhibition | 340,000 tested, 3.4% active | AID 651820 | Potency, µM (titrated, usually from 41.8 µM), without a hit: at the highest dose activity change, negative = inhibition, hits mostly inhibitors | Huh7.5.1 HCVcc-Cre infection, luciferase reporter, 44 h; further: potency means the concentration at half of the fitted maximal effect
#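 Antiviral activity was scored by luciferase reporter output from cells infected with HCVcc-Cre (~0.5 moi) in presence of compound, 44 h infection period, cells seeded 1,000/well 4 h prior.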
# * hit, by the source's call; ? = inconclusive; . = not tested or not shown; + = active, no number; & = joins results of further samples; ! = a repeat was not active; [ ] = remark or other dose. Unless noted, the call rests on the fitted dose curve; in most records, active means well fitted curve in the direction sought with a large enough effect; inconclusive means small, poorly fitted or top-dose-only effect, or another doubt; inactive means no such curve, though single readings can be large; an effect the other way counts as inactive or inconclusive. Unless noted, on the % scale 0 is the no-effect control and ±100 the full control effect.
SMILES | AMA1 RON2 block | LmPK inhibitor | HCMV antiviral | AmpC detergent | TbPYK inhibitor | AmpC inh no detg | HCV inh
CC(=O)c1cccc(-c2ccc3c(c2)C(C)(Cc2ccccc2C#N)C(=O)N3)c1 (stereo not drawn) | -3% | . | -66* | . | 7% | . | .
CC(C)Nc1ncnc2ccc(Br)cc12 | 12% | 0% | -96* | ? | -6% | -14% | ?
COc1ccccc1NC(=O)c1sc2nc(C)c(C(=O)Nc3ccc(C)cc3C)c(-c3cccs3)c2c1N | . | . | -21 | 10% | 1% | . | .
O=C(C[n+]1ccc(C(=O)c2ccccc2)cc1)Nc1cccc([N+](=O)[O-])c1 | -3% | . | 6 | . | 7% | . | .
NS(=O)(=O)c1ccc(NC(=O)/C=C/c2ccccc2Cl)cc1 | 5% | 0% | 27 | -4% | -16% | -26% | -26%
CN1CCC(=NNC(=O)C(=O)Nc2ccccc2)CC1 | 67%[activator] | -9% | -5 | -12% | -17% | -22% | 20%
Cc1ccc(CC(=O)NCc2nc(-c3ccccc3)no2)cc1 | . | . | -5 | 18% | 4% | . | .
CNC(=O)c1ccsc1NC(=O)c1ccc(S(=O)(=O)N2CCOCC2)cc1 | 21% | -1% | -12 | -3% | -1% | -4% | -6%
C#CCN(Cc1ccco1)C(=O)c1cc(COc2cccc3cccnc23)on1 | -10% | . | -21 | . | -10% | . | .
O=C(O)c1cccc(NS(=O)(=O)c2ccc(Cl)c(C(=O)O)c2)c1 | -4% | 11% | -9 | -10% | -17% | -21% | 10%
CCCCNC(=O)N(O)C1N(/N=C/c2ccccc2OC)C(=S)SC1(C)C (stereo not drawn) | -1% | -2% | 27 | -2% | 2% | -11% | -12%
CCc1nnc(NC(=O)CSc2nnc3ncccn23)s1 | 16% | -4% | -14 | 4% | -7% | 0.32µM* | 4%

# Complete entries from above:
# Record of CC(C)Nc1ncnc2ccc(Br)cc12 → AMA1 RON2 block = 12%; LmPK inhibitor = 0%; HCMV antiviral = -96*; AmpC detergent = ?; TbPYK inhibitor = -6%; AmpC inh no detg = -14%; HCV inh = ?
# Record of CCc1nnc(NC(=O)CSc2nnc3ncccn23)s1 → AMA1 RON2 block = 16%; LmPK inhibitor = -4%; HCMV antiviral = -14; AmpC detergent = 4%; TbPYK inhibitor = -7%; AmpC inh no detg = 0.32µM*; HCV inh = 4%

# Additional results follow.
SMILES | AMA1 RON2 block | LmPK inhibitor | HCMV antiviral | AmpC detergent | TbPYK inhibitor | AmpC inh no detg | HCV inh
Cc1cc[n+](CC(=O)c2ccc3c(c2)OCCO3)cc1 | 0% | 1% | -34 | -13% | 1% | -26% | 6%
CC1CC(C)CN(C(=O)C2CCCN(S(=O)(=O)c3cnc[nH]3)C2)C1 (stereo not drawn) | -3% | -6% | -24 | 2% | -1% | -15% | 15%
COc1ccccc1OCCNC(=O)C1CCCCC1 | 17% | 4% | 11 | -10% | 6% | -1% | -1%
Cc1ccc(CSc2nnc(NC(=O)C3=COCCO3)s2)cc1 | 6% | . | 59 | -6% | 2% | 9% | -4%
O=C(COC(=O)c1ccc(O)cc1O)Nc1ccc2c(c1)OCCO2 | -6% | . | 130 | -5% | -1% | -36% | -10%
CCCc1ccc(OCCNC(=O)CC)cc1 | -4% | -6% | 67 | ? | 1% | -2% | -4%
O=c1[nH]c2ccccc2nc1C(Nc1ccccc1)c1ccccc1 (stereo not drawn) | -16% | 1% | ? | -2% | 2% | -47% | 3%
O=C(NC1CCCCC1)c1ccc(OC2CCN(Cc3ccccn3)CC2)cc1 | 15% | -8% | . | -6% | -1% | 16% | 9%
O=C(Nc1ccccc1Cl)C1CCCN(S(=O)(=O)c2cccc3cccnc23)C1 (stereo not drawn) | 16% | 7% | -17 | 9% | -7% | -16% | 5%
CCCCC(=O)OCc1cn(-c2ccc(Cl)cc2)nn1 | 0% | 2% | 17 | 0% | 5% | -12% | 7%
COc1ccc(C(=O)Nc2ccc(S(=O)(=O)Nc3nccc(C)n3)cc2)cc1[N+](=O)[O-] | -2% | 3% | -27 | -13% | 1% | -30% | -2%
O=C(O)c1cccc(CSc2ncccn2)c1 | -11% | -11% | 4 | -1% | -19% | -11% | ?
Cc1cc(C)cc(NC(=O)N2CCCC2C(=O)Nc2ccc(-n3cnnn3)c(C)c2)c1 (stereo not drawn) | 1% | 8% | 65 | -8% | -2% | -40% | 15%
CC(=O)Nc1ccc(-c2c(C)cc3oc(=O)cc(-c4ccccc4)c3c2C)cc1 | -5% | . | -6 | . | -7% | -3% | ?
COc1ccc(CNc2oc(/C=C/c3cc(OC)c(OC)c(OC)c3)nc2C#N)cc1 | . | . | 187 | -1% | 0% | . | .
CC(=O)c1c(OC(=O)c2ccccc2)c2ccccc2n1C | 20% | 1% | 12 | -9% | 4% | -15% | 4%
COc1cc2c(cc1OC)C(COc1ccc(F)cc1)NCC2 (stereo not drawn) | 0% | 7% | ? | ? | 0% | -3% | 14%
Cc1cc(OCC(=O)N(Cc2ccc(N(C)C)cc2)Cc2ccco2)cc(C)c1Cl | . | . | -22 | 15% | 0% | . | .
Nc1nc2c(nnn2C2CC(O)C(CO)O2)c(=O)[nH]1 (stereo not drawn) | 23% | . | -12 | . | 0% | . | .
COc1ccc(N2CCN(CC(=O)Nc3c(C)cc(C)cc3C)CC2)cc1 | 5% | 1% | -14 | -18% | -4% | 113%[activator] | ?
Cc1ccc(CNC(=O)C(=O)NCC2OCCN2S(=O)(=O)c2ccc3c(c2)OCCO3)cc1 (stereo not drawn) | 0% | -2% | 7 | -8% | 2% | 0% | -8%[8.37 µM]
COc1ccc(N2CC(NC(=O)Cc3cccs3)CC2=O)cc1 (stereo not drawn) | . | . | 46 | 0% | -6% | . | .
COC(=O)CCCC(=O)N1CCC(CCC(=O)NC2CC2)CC1 | 9% | 3% | -10 | ? | -3% | 2% | 8%
CCOC(=O)N1CCN(C(=O)C2CCN(Cc3cccc(OCc4ccccc4)c3)CC2)CC1 | -11% | -1% | -25 | -7% | 27% | 205%[activator] | -25%
Cc1ccc(-c2nc3ccccc3c(=O)n2O)cc1 | 6% | 3% | 83 | -1% | 2% | -20% | 8%
Cc1ccccc1NS(=O)(=O)c1cc2c(cc1C)N(C)CCO2 | -13% | 1% | -35 | 1% | 0% | -12% | -19%
O=C(/C=C/c1ncc(C(F)(F)F)cc1Cl)OCc1ccccc1 | 3% | 0% | 12 | 5% | 6% | ? | 5%
O=C1COc2cccnc2N1 | -2% | -4%&-3% | -30 | ? | 0% | -5%&-10% | 13%
Cc1ccccc1OC(=O)CSc1nnc(-c2ccc3c(c2)OCO3)o1 | . | . | 1 | 30% | 1% | . | .
CCC(C)(C)C1CCc2[nH]nc(C(=O)N/N=C(\C)c3ccco3)c2C1 (stereo not drawn) | 87%[activator] | 4% | ? | -1% | 2% | -11% | ?
COc1cccc(C(=O)N(Cc2cccc(Cl)c2)Cc2ccco2)c1 | . | . | -7 | 17% | -2% | . | .
O=C(CN(C(=O)CCC(=O)Nc1nccs1)c1ccccc1F)NCc1ccc2c(c1)OCO2 | -10% | 1% | -25 | 1% | -1% | -42% | -5%
CC(=O)NCCC(=O)Nc1ccc(C)c(F)c1 | 0% | 2% | 23 | 3% | 6% | -8% | 0%
COc1ccc(C2(CNC(=O)c3ccccc3)CCOCC2)cc1 | 11% | 2% | 9 | 7% | 1% | -18% | 14%
Cc1c(C)n(C)c2ccc(C(=O)NCCCN3CCCCC3C)cc12 (stereo not drawn) | -7% | 2% | +! | -1%&0% | 4% | 26% | -8%
CCOc1cc(NC(=O)c2ccccc2OC)c(OCC)cc1NC(=O)c1ccccc1 | -9% | 3% | 8 | ? | 4% | -13% | -24%

# Not a retest: entries from further up.
SMILES | AMA1 RON2 block | LmPK inhibitor | HCMV antiviral | AmpC detergent | TbPYK inhibitor | AmpC inh no detg | HCV inh
Cc1ccc(-c2nc3ccccc3c(=O)n2O)cc1 | 6% | 3% | 83 | -1% | 2% | -20% | 8%
Cc1ccccc1NS(=O)(=O)c1cc2c(cc1C)N(C)CCO2 | -13% | 1% | -35 | 1% | 0% | -12% | -19%

# The list goes on:
SMILES | AMA1 RON2 block | LmPK inhibitor | HCMV antiviral | AmpC detergent | TbPYK inhibitor | AmpC inh no detg | HCV inh
Cc1nnc(SCc2cnc(-c3ccc(C(C)C)cc3)s2)n1C | 15% | 0% | 95 | -1% | . | 82%[activator] | 12%
Cc1cc(OCC(=O)N[C@@H](CSCc2ccccc2)C(=O)O)c2c(C)c(C)c(=O)oc2c1 | -5% | 6% | 0 | -7% | 5% | -20% | 7%
Cn1c(=O)c2c(-c3ccccc3)n3c(c2n(C)c1=O)C(c1ccco1)Nc1ccccc1-3 (stereo not drawn) | . | . | -2 | 26% | 7% | . | .
CCCCOc1cccc(C(=O)Nc2ccc(NC(=O)c3ccco3)cc2)c1 | -7% | -2% | -78* | 6% | -2% | -22% | 5%
O=C(Nc1cccc2ccccc12)c1ccc2sc([C@H]3C[C@H](O)[C@@H](CO)O3)nc2c1 | 6% | . | -25 | . | -2% | . | .
CN1C(=S)SC(/[N+]([O-])=C\c2ccc(Cl)cc2)C1(C)C (stereo not drawn) | -9% | -4% | 18 | -1% | -13% | -5% | 8%
CCOC(=O)Cn1c(C)nc2c(C(=O)OCC)sc(C)c2c1=O | -4% | -12% | 42 | -8% | -8% | -2% | 17%
CCC(C(=O)N1CCN(c2ccccc2)CC1)n1nc(C)c2sc3ccccc3c2c1=O (stereo not drawn) | . | . | 2 | 22% | -3% | . | .
CCOC(=O)C1CCCN(S(=O)(=O)c2ccc3c4c2CC(=O)N4CC(C)S3)C1 (stereo not drawn) | -10% | -2% | -24 | -13% | -9% | 67%[activator] | -29%
COc1ccc(C(=O)OCC(=O)Nc2ccc3c(c2)OCCO3)c(OC)c1 | -13% | . | ? | 2% | -2% | -16% | 0%
COc1cccc(OC)c1C(=O)N1CCN(Cc2ccc3c(c2)OCO3)CC1 | -10% | -2% | 47 | -19% | 4% | 40% | 22%
CCCCn1cc2c(c1-c1ccccc1Br)c(=O)n(C)c(=O)n2C | . | . | -17 | 21% | -4% | . | .

# Not a hit list (roughly 7.5% active in at least one column).
